# Bioassay records (PubChem)
# S3 lipid droplet: qHTS Assay for Lipid Storage Modulators in Drosophila S3 Cells. Drosophila S3 cells, BODIPY lipid droplet fluorescence, 18-24 h; cells fed with added oleic acid. lipid storage change, negative = inhibition, % at the top dose, mostly 46.1 µM; hits show Potency in µM. 320,000 compounds, 0.64% hits. AID 2685, 2010; active = well fitted inhibition curve with a large enough effect in the signal ratio, with a control signal flat, not every such curve was filed as active; inconclusive = small, poorly fitted or top-dose-only effect, or effect the other way, or a change in a side signal; the % refers to the signal ratio
#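 Drosophila S3 cells got compounds at several concentrations plus oleic acid (400 uM solution). Laser-scanning cytometry with 488 nm excitation read lipid droplets at 500-530 nm and cells at 575-640 nm. Percent activity was relative to 20 uM Triacsin C.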
# S3 lipid droplet cell count max: recorded beside S3 lipid droplet, whose call it bears; cell number change, %; measured here: cell count max response;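 cells counted by Cell Tracker Red CMTPX staining in the red channel; peak over a dose series mostly up to 46.1 µM; percent activity relative to internal control wells on each plate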
# An asterisk follows results filed as active; i = inactive; ? = inconclusive; nt = no result given; [ ] = remark or other dose. % is scaled to controls: 0 for no effect and ±100 for the full control effect; potency is read from the fitted curve at half-maximal effect.
SMILES,S3 lipid droplet,S3 lipid droplet cell count max
CC1CC2=C(NC(=S)NC2c2ccccc2F)/C(=C/c2ccccc2F)C1 (stereo not given),-4.1%,-8.5
CCOc1ccc(OCC(=O)Nc2c3c(nn2C(C)(C)C)CS(=O)(=O)C3)cc1,11.5%,18.2
CC(=O)c1cccc(NC(=O)N2CCC(C(=O)c3ccc(F)cc3)CC2)c1,?,nt
COc1ccc(C(=O)CCS(=O)(=O)c2ccc(C)cc2)cc1OC,-18.6%,nt
Cc1ccc(C)c(NC(=O)CCC(=O)N/N=C2/CC(=O)CC(C)(C)C2)c1,-7.7%,nt
N/C(=N\c1nc2c(c(=O)[nH]1)CCC2)Nc1ccccc1,-1.4%,nt
Cc1cnc(C(=O)OCC(=O)Nc2ccc(Cl)cc2)cn1,?,nt
C/C(=N\NC(=O)c1nnn(-c2nonc2N)c1CN1CCc2ccccc21)c1ccccc1O,i,41.2
CCCCNC(=O)Nc1cnn(CC)c1C(N)=O,?,nt
CCc1ccc(NC(=O)c2ccc(Cn3cc([N+](=O)[O-])cn3)cc2)cc1,?,nt
CC1=C(C(=O)OC2CCCCC2)C(c2ccco2)n2ncnc2N1 (stereo not given),3.1%[9.22 µM],4.3
Cn1ncc(Br)c1C(=O)NC(=S)N1CCN(c2ccccn2)CC1,27.9%,nt
CN(C)c1nc(Oc2ccc(/C=N/O)cc2)nc(N(C)C)n1,?,nt
O=C(CN1C(=O)c2ccccc2C1=O)NCc1ccc(F)cc1,29.3%,-5.1
Cc1cc(OCc2nc(-c3ccncc3)no2)cc(C)c1Cl,15.0%,-0.2
CC(C)c1ccc(N2CCN(C(=O)c3ccccc3NC(=O)/C=C(\C(=O)O)c3ccccc3)CC2)cc1,i,-17.1
COC(=O)N/N=C\c1cc(Br)ccc1OCc1ccccc1,?,nt
COc1ccc([N+](=O)[O-])cc1NC(=O)C1CCCO1 (stereo not given),-22.0%,nt
O=C(Cn1ccc(C(F)(F)F)n1)N/N=C/c1cccs1,?,nt
COc1cc(-c2nnc(SCc3c(F)cccc3Cl)o2)cc(OC)c1OC,?,nt
Cc1cc(NC(=O)c2cccnc2)ccc1NC(=O)c1ccco1,?,nt
C=CCNC(=S)Nc1ccc(C(N)=O)cc1,12.4%,-14.3
Cc1ccc(CNC(=O)CSc2nc(=O)n3cccc(C)c3n2)cc1,?,nt
CCc1ccc(OCC(=O)Nc2ccc3c(c2)COC3=O)cc1,16.0%,8.4
Cc1ccc(-n2c3c(cc(C(=O)NCc4ccco4)c2=O)C(=O)CC(C)(C)C3)cc1,?,nt
CCOC(=O)N1CCN(C(=O)C2COc3ccccc3O2)CC1 (stereo not given),12.6%,2.5
CC1(C)CC2CC(C)(CN2C(=O)COc2cccc3ccccc23)C1 (stereo not given),i,24.0
CC(C(=O)Nc1ccccc1F)N1CCN(C)CC1 (stereo not given),-2.2%,13.1
Cn1cccc1C(C(=O)NC1CCCCC1)N(C(=O)Cc1cccs1)c1ccc2c(c1)OCO2 (stereo not given),?,nt
COc1cc2c(cc1C1NC(=S)NC(C)=C1C(=O)N(C)C)CCCC2 (stereo not given),?,nt
C=CCC1NS(=O)(=O)OCC1NC(=O)OCC(Cl)(Cl)Cl (stereo not given),?,nt
Oc1ccc(N=C/C=C/c2cccc(Br)c2)cc1-c1nc2ccccc2s1,?,nt
COc1ccc(NC(=S)c2ccc3ccccc3n2)cc1,?,nt
CCOc1ccccc1OCCOCCN1CCN(Cc2ccccc2)CC1,?,nt
CCc1cc(=O)oc2cc(C)cc(OCC(=O)NCc3ccncc3)c12,-24.4%,nt
COc1ccc(CNC(=O)C(=O)NCC(c2ccco2)N2CCOCC2)cc1 (stereo not given),-1.2%,2.2
CCOC(=O)N/N=C(\C)c1ccc(C)c([N+](=O)[O-])c1,1.1%,-14.2
O=C(O)c1ccc2c(=O)n3c(nc2c1)/C(=C/c1ccc(C(F)(F)F)cc1)CC3,0.7%,-3.4
COc1ccc(OCC(O)Cn2c(N)nc3c2c(=O)[nH]c(=O)n3C)cc1 (stereo not given),?,nt
CCOC(=O)CN(C(=O)c1snc(C(N)=O)c1N)C(C(=O)NCCC(C)C)c1ccc(F)cc1 (stereo not given),?,nt
Cc1ccc(CC(=O)N2CCN(S(=O)(=O)c3ccccc3)CC2)cc1C,?,nt
COc1ccc(C(=O)CN2C(=O)NC3(CCCCC3)C2=O)cc1OC,2.7%,5.9
O=C1C2=C(Nc3ccccc3SC2c2ccco2)c2ccccc21 (stereo not given),?,nt
O=C1Nc2ccccc2S/C1=C/Nc1cccc(Cl)c1,?,nt
COc1ccc(OC)c(NC(=O)CCNC(=O)Cn2ccc3ccccc3c2=O)c1,i,nt
CC12CCC(=O)N1C(C(=O)N1CCN(c3ccc(C(F)(F)F)cc3[N+](=O)[O-])CC1)CS2 (stereo not given),?,nt
O=C(Nc1nccs1)c1cccc(N2C(=O)c3cccc4c([N+](=O)[O-])ccc(c34)C2=O)c1,?,nt
COCCNC(=O)CN1C(=O)NC2(CCCc3ccccc32)C1=O (stereo not given),21.4%,0.7
COc1ccc(NC(=O)CSc2nnc(C)n2Cc2ccccc2)cc1,-18.5%,3.6
Nc1cc2c(cc1[N+](=O)[O-])OCCOCCOCCO2,?,nt
Clc1ccc(OCCn2c(-c3ccco3)nc3ccccc32)cc1,?,nt
COCCNc1ncnc2c1cnn2Cc1ccc(Cl)cc1,?,nt
CC(=O)/C(=C\N(C)C)Sc1ccc(C)cc1,?,nt
COc1cccc(CN2CCNC(=O)C2CC(=O)NC2CCCCCCC2)c1 (stereo not given),?,nt
COc1ccc(C2Nc3ccccc3C(=O)N2NS(C)(=O)=O)c(OC)c1 (stereo not given),?,nt
O=C(COc1ccc(Cl)cc1[N+](=O)[O-])NC1CCCCC1,?,nt
O=C(CSc1ncccn1)NCc1cccs1,?,nt
CCc1nnc(NC(=O)c2ccc(S(=O)(=O)NC3CCCCC3)cc2)s1,?,nt
Cc1cc(C(=O)N/N=C/c2ccc(C)o2)c2ccccc2n1,18.0%,12.8
O=C(NCc1ccncc1)C(=O)NCC1OCCN1S(=O)(=O)c1ccc(Br)cc1 (stereo not given),?,nt

# Going on with the list:
SMILES,S3 lipid droplet,S3 lipid droplet cell count max
O=[N+]([O-])c1ccc(S(=O)(=O)CC(CN2CCCCC2)N2CCCCC2)cc1 (stereo not given),?,nt
COC(=O)n1c(=O)oc2cc(S(=O)(=O)N3CCOCC3)ccc21,-2.8%,-5.9
CCCc1ncc(C(=O)c2ccc(OC)cc2)n1C,?,nt
COCCNC(=O)Cn1cc(/C=N/NC(=O)c2ccc(Oc3ccc(O)cc3)cc2)c2ccccc21,-5.6%,14.8
O=C(NC(=S)NC1CCSC1=O)c1cccs1 (stereo not given),?,nt
CCCc1nc(SCC(=O)c2ccc(OC)cc2)c2c(=O)n(C)c(=O)n(C)c2n1,?,nt
CCOC(=O)CSc1nnc(-c2ccc(OC)cc2OC)o1,i,8.0
CC(C)n1c(SCC(=O)Nc2ccc3c(c2)OCO3)nc2c1c(=O)n(C)c(=O)n2C,?,nt
O=C(Nc1ncc2c(n1)-c1ccccc1OC2)c1ccc(Cl)cc1Cl,3.0%,nt
Cc1nc(C#N)c(N/N=C/c2c(F)cccc2Cl)o1,?,nt
CCn1c(SCC(=O)Nc2ccc3c(c2)OCCO3)nnc1-c1cccnc1,?,nt
CSc1ccccc1OCc1cc(C(=O)N(C)Cc2ccncn2)no1,?,nt
CC1CCCCC1NC(=O)CSc1nnc(-c2ccco2)n1C (stereo not given),?,nt
O=c1cc(CS(=O)(=O)c2ccccc2)nc(-c2ccncc2)[nH]1,?,nt
CCn1c2ccc(F)cc2c2nnc(NN)nc21,?,nt
CNC(=O)CSc1nnnn1CCCOC,i,-0.6
Cc1n[nH]c(C)c1N1C(=O)c2cccc3cc(Br)cc(c23)C1=O,?,nt
COCC(C)NC(=O)Cn1c(SCc2ccccc2)nc2ccccc21 (stereo not given),?,nt
COc1ccc(OC)c(-n2c(SCC(=O)N3CCc4ccccc43)nc3c(c2=O)SCC3)c1,-4.2%,-17.3
Cn1c(CC(=O)Nc2ccccc2)nnc1SCC(=O)NC1CCCC1,i,-18.4
CN(Cc1ccccc1)C(=O)COC(=O)c1ccc2c(c1)OCO2,?,nt
COc1ccc(C(=O)NC(=S)NC(C)C)cc1Br,?,nt
COc1ccc(/C=C/C(=O)OCC(=O)c2ccc3c(c2)NC(=O)CO3)c(OC)c1,-10.2%,-15.1
Nc1ccc(C(=O)NCc2ccccc2)cc1,10.8%,12.6
COc1cccc(SCc2noc(C(=O)NC(C)C)c2C(=O)NC(C)C)c1,?,nt
O=C(Nc1ccc(-n2nncc2-c2ccco2)cc1)c1cc2ccccc2oc1=O,?,nt
CCOC(=O)c1c(C)[nH]c(C(=O)COC(=O)CCSc2ccccc2)c1C,29.3%,-15.8
COC(=O)N(C)c1nc2ccccc2s1,?,nt
CC1CCN(S(=O)(=O)N2CCC(C(=O)NCCC3=CCCCC3)CC2)CC1,?,nt
CC(=O)Nc1cc(C(=O)N2CCCC2)ccc1Sc1ccc(Cl)cc1,?,nt

# Given with two lines to a compound: part of the list above.
# Every second line gives: S3 lipid droplet	S3 lipid droplet cell count max
- COc1ccc(/C=C/C(=O)OCC(=O)c2ccc3c(c2)NC(=O)CO3)c(OC)c1
  -10.2%	-15.1
- Nc1ccc(C(=O)NCc2ccccc2)cc1
  10.8%	12.6
- COc1cccc(SCc2noc(C(=O)NC(C)C)c2C(=O)NC(C)C)c1
  ?	nt

# The list goes on.
SMILES,S3 lipid droplet,S3 lipid droplet cell count max
O=C(CN1C(=O)COc2ccccc21)N(Cc1cccnc1)Cc1cccc(F)c1,?,nt
Cc1ccc(C)c(N2CCN(C(=O)c3cc4ccccc4oc3=O)CC2)c1,?,nt
CC(=O)NCc1ccc(S(=O)(=O)NC(C)CCc2ccccc2)cc1 (stereo not given),i,20.0
O=C(Nc1ccc(S(=O)(=O)N2CCCC2)cc1)c1ccccc1,?,nt
NC(=O)c1ccccc1OCC(=O)N1CCCC1c1ccc2c(c1)OCCCO2 (stereo not given),?,nt
COc1ccc(C(=O)NCCCOc2cccc(NC(C)=O)c2)cc1,-0.3%,19.3
Cc1cccc(C)c1NC(=O)CN(C)C(=O)CC1Sc2ccccc2NC1=O (stereo not given),?,nt
CN1/C(=C\C=O)C(C)(C)c2ccccc21,?,nt
S=C(N/N=C/c1ccc(Cl)cc1)N1CCOCC1,?,nt
CC1CCN(C(=O)CSc2nnc(Cc3cc(=O)[nH]c(=O)[nH]3)n2-c2ccc(Cl)cc2)CC1,-0.8%,0.0
Cn1cc(CC(=O)N2CCN(c3ccc(Cl)cc3)CC2)c2ccccc21,i,24.5
CCCOc1ccc(/C=C/c2c([N+](=O)[O-])c(=O)n(C)c(=O)n2C)cc1,?,nt
CCn1c(=O)n(CC)c2cc(S(N)(=O)=O)c(C)cc21,?,nt
CC(CCc1ccccc1)NC(=O)COC(=O)c1cccn1C (stereo not given),?,nt
CCn1cc(C(=O)N[C@H](C(=O)NC(C)(C)CO)C(C)C)c(=O)c2cc3c(cc21)OCO3,?,nt

# 5 entries picked at random from those above, as already listed:
SMILES,S3 lipid droplet,S3 lipid droplet cell count max
Cc1cccc(C)c1NC(=O)CN(C)C(=O)CC1Sc2ccccc2NC1=O (stereo not given),?,nt
CN1/C(=C\C=O)C(C)(C)c2ccccc21,?,nt
CCn1c(=O)n(CC)c2cc(S(N)(=O)=O)c(C)cc21,?,nt
S=C(N/N=C/c1ccc(Cl)cc1)N1CCOCC1,?,nt
CC1CCN(C(=O)CSc2nnc(Cc3cc(=O)[nH]c(=O)[nH]3)n2-c2ccc(Cl)cc2)CC1,-0.8%,0.0

# (listing goes on)
SMILES,S3 lipid droplet,S3 lipid droplet cell count max
Cc1c(C)c(C)c2[nH]c(=S)[nH]c2c1C,9.4%,3.3
COc1ccc(NC(=O)c2cccnc2Cl)c(S(=O)(=O)N2CCOCC2)c1,i,-16.5
Cc1ccc(S(=O)(=O)N2CCN(C)CC2)cc1-c1nnc2c3ccccc3c(C)nn12,-16.2%,-2.7
Cc1ccc2nc(-c3ccccn3)cc(C(=O)NCCc3ccc(F)cc3)c2c1,0.3%,1.2
Cc1cc(C(=O)NNC(=S)NCc2ccccc2)no1,i,-10.2
C=CCNC(=O)c1ccc(OC2CCN(S(=O)(=O)N(C)C)CC2)cc1,-12.6%,-13.8
CC1(C)N(OCc2ccccc2)C(=O)C(=O)N(OCc2ccccc2)C1(C)C,?,nt
Cn1cc(C(=O)c2ccc(Cl)cc2Cl)cc1C(=O)NN,10.2%,3.4
CC1CCCN(c2nc3ccccc3nc2C(C#N)S(=O)(=O)c2cccs2)C1 (stereo not given),?,nt
COc1ccc(-c2cc(C)nc(SCC(=O)c3cccc([N+](=O)[O-])c3)n2)cc1,-8.9%,-11.6
O=C(CC1Oc2ccc(Cl)cc2NC1=O)NC1CCCCCC1 (stereo not given),17.3%,-13.0
COC(=O)C1=CO[C@@H](OC2OC(CO)C(O)C(O)C2O)[C@@H]2C(CO)=CC[C@H]12 (stereo not given in full),-2.8%,-1.0
Cc1nnc(SCC(=O)c2c[nH]c3ccccc23)n1C1CC1,?,nt
COc1ccc(/C=N/OC(=O)c2ccc(Cl)cc2)c(Cl)c1OC,-22.5%,-26.0
Cc1nnc(NC(=O)CCn2cnc3ccccc3c2=O)s1,-8.1%,-9.8
O=c1[nH]c2ccc(NCc3ccccc3OCc3ccc(Cl)cc3)cc2[nH]1,?,nt
COc1ccccc1CCN1CCCC(CN(C)C(=O)CCC(=O)N(C)C)C1 (stereo not given),?,nt

# Not all compounds are listed. The share of hits here may be higher or lower than overall.
